Eya2 phos inh: blocks the phosphatase activity of human Eya2; recombinant Eya2, OMFP fluorescence dephosphorylation (OMFP is methylfluorescein phosphate); Potency, µM (series often up to 76.9 µM), inactives show at the top dose activity, negative = inhibition, hits mostly inhibitors; 0.006% of 330,000 active; further: potency means the concentration at half of the fitted maximal effect; on the % scale 0 is the no-effect control and ±100 the full control effect
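Eya2 (0.2 uM) preincubated 10 min at ambient with compound, then OMFP substrate added at 50 uM; 10 min reaction in 50 mM HEPES pH 7.5, 50 mM NaCl, 5 uM MgCl2, 0.05% BSA, 1 mM DTT. Fluorescence read at Ex 485/Em 525 nm.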
TSG101-PTAP inh: blocks PTAP/TSG101 interaction to inhibit HIV-1 budding. Potency, µM (series often up to 115 µM), for the others: at the top dose activity change, negative = inhibition, hits mostly inhibitors. Fluorescence polarization, FITC-PTAP peptide / Tsg101 binding. Q99816. 340,000 tested, under 10 active. AID 493005; active means well fitted inhibition curve with a large enough effect in the main read-out, with a control signal flat, not every such curve was filed as active; inconclusive means small, poorly fitted or top-dose-only effect, or effect the other way, or a change in a side signal; inactive means no such curve, though single readings can be large or run the other way; further: potency means the concentration at half of the fitted maximal effect; % of control where 0% means no effect
Target sequence (Q99816 whole entry, looked up): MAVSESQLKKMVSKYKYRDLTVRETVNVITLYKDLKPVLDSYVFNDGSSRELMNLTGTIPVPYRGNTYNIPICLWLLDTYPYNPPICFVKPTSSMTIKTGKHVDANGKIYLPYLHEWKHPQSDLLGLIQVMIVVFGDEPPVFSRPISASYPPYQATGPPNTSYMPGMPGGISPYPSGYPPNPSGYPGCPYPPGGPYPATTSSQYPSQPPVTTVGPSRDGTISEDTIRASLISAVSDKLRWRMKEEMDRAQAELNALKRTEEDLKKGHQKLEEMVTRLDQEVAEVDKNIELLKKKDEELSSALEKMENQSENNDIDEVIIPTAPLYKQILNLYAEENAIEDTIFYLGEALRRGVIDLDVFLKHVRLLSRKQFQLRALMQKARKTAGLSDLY
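Fluorescence anisotropy tracks displacement of a FITC-tagged PTAP peptide (50 nM) from the Tsg101 binding domain (10 uM), following a 20 min room-temperature incubation at pH 7.5.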
TRPV1 agonist: agonists of human vanilloid receptor 1 (TRPV1); Q8NER1; TRPV1-expressing cells, Fluo-8 calcium influx, agonist mode; activation, % at 8.33 µM; 0.19% of 320,000 active; AID 540275; in the data active means activation above about 80%; inconclusive means between about 30% and that limit; further: 0% is about no effect
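Cells expressing TRPV1 were dye-loaded with Fluo-8 and read kinetically: 10 s baseline, 3 min after compound (agonist portion), then 2 min after EC20 capsaicin (allosteric enhancer portion). Calcium-bound dye fluorescence at 480/520 nm.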
ELG1 genotoxic: induces genotoxicity in HEK293T cells with luciferase-tagged ELG1. 1.3% of 330,000 active. AID 504466. Potency, µM (top dose mostly 46 µM), without a hit: at the top dose activity change, positive = activation, usual class: activators. HEK293T ELG1-luciferase reporter, luminescence, 16 h; further: potency means the concentration at half of the fitted maximal effect; % of control where 0% means no effect; nearly all actives have a fitted effect of over 60% in size
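Step 1: seed 2,000 HEK293T ELG1-luciferase cells per well. Step 2: add compound or DMSO, incubate 16 hr at 37 °C. Step 3: ONE-Glo, 30 min at room temperature, read luminescence.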
a7 integrin act: activates integrin-mediated alleviation for muscular dystrophy; Potency, µM (series often up to 38.3 µM), without a hit: at the highest dose activation, usual class: activators; 0.064% of 350,000 active; alpha7betagal myoblasts, beta-gal FDG fluorescence, 48 h;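 further: potency means the concentration at half of the fitted maximal effect; 100% = response of the positive control SU9516; nearly all actives have a fitted effect of over 60% in size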
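alpha7betagal+/- myoblasts (passage 13, 250/well) treated 48 h at 37C with compounds at 1:260 dilution of DMSO stock. Lysed, then beta-galactosidase activity read as FDG fluorescence (ex 480/em 540) after 30 min, with pre-read for autofluorescence.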
B2AR arrestin: recruits beta-arrestin to the human beta2-adrenergic receptor; Potency, µM (doses to about 46.1 µM), for the others: at the top dose activation, most hits filed as activators; beta-arrestin recruitment to beta2AR, cell-based reporter; 0.02% of 330,000 active;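 further: potency means the concentration at half of the fitted maximal effect; 0% = DMSO controls and full agonism = EC100 isoproterenol or metaproterenol; nearly all actives have a fitted effect of over 65% in size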
p53 reactivator: re-activators of mutant p53; H1299 p53-A138V BP100-luciferase reporter, luminescence, 24 h; 0.063% of 320,000 active; Potency, µM (top dose mostly 92.2 µM), inactives show top-dose activity change, positive = activation, usual class: activators; AID 504706; further: potency means the concentration at half of the fitted maximal effect; % of control where 0% means no effect; nearly all actives have a fitted effect of over 45% in size
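p53-null H1299 cells stably carrying temperature-sensitive p53-A138V and a BP100-luciferase reporter were pinned with compounds (4-point, 1:5 series) and held 24 hrs at 37 deg C. Luminescence was read 10 min after detection reagent.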
uPA generation: blocks generation of uPA at the cell surface; 0.31% of 330,000 active; cell surface uPA generation assay, qHTS; Potency, µM (titrated, usually from 38.3 µM), for the others: at the top dose activity change, negative = inhibition, usual class: inhibitors; active means well fitted inhibition curve with a large enough effect; inconclusive means small, poorly fitted or top-dose-only effect; inactive means no such curve, though single readings can be large or run the other way; tested in mouse RAW 264.7 cells; further: potency means the concentration at half of the fitted maximal effect; on the % scale 0 is the no-effect control and ±100 the full control effect; nearly all actives have a fitted effect of over 55% in size
USP2a block: inhibitors of human ubiquitin-specific protease USP2a; O75604; USP2 core, Ub-CHOP2 coupled fluorogenic reporter, 485/531; Potency, µM (highest dose often 38.3 µM), without a hit: at the top dose activity change, negative = inhibition, hits mostly inhibitors; 0.01% of 330,000 active;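 further: potency means the concentration at half of the fitted maximal effect; plate controls were DMSO wells for no effect and full inhibition by NEM control for full effect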
Target sequence (O75604 whole entry, looked up): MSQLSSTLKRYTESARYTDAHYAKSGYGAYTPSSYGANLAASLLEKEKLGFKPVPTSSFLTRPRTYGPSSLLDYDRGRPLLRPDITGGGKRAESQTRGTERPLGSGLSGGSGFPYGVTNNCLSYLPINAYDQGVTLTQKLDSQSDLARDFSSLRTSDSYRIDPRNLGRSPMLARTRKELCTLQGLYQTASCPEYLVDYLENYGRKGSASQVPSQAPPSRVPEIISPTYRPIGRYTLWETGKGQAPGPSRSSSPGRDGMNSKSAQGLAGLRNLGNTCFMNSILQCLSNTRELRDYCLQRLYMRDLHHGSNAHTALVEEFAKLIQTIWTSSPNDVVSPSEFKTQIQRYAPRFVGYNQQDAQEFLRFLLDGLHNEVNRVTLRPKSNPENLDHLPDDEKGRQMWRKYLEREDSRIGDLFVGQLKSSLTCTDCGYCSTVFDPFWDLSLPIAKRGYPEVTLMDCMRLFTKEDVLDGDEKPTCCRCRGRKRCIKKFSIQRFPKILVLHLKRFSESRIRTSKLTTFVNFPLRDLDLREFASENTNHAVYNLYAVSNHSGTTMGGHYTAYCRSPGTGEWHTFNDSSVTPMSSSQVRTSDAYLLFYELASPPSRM
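USP2 core (10nM final) preincubated 30min RT with compound in 20mM Tris-HCl pH 8.0, 2mM CaCl2, 2mM beta-mercaptoethanol, 0.05% CHAPS; 25nM Ub-CHOP2 plus 25nM reporter substrate added, fluorescence (Ex485/Em531) read after 60min.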
S-ASM inh: blocks human secretory acid sphingomyelinase; Potency, µM (doses to about 57.5 µM), for inactives: top-dose activity change, negative = inhibition, usual class: inhibitors; 0.006% of 340,000 active; P17405; placental ASM, HMU-PC fluorogenic substrate, 60 min; AID 504937; further: potency means the concentration at half of the fitted maximal effect
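HMU-PC0 cleavage (9 uM final) by human placental ASM, 60 min at 37 °C following 10 min compound exposure at RT; stopped at pH 10, fluorescence Ex 386/Em 447 nm.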
BRCA1 expr act: activators of BRCA1 expression. MCF7-BRCA1-FFLuc reporter, luminescence, 48 h; response scale: scaled: vehicle 0%, 10 µM genistein 100%. Potency, µM (highest dose often 46.1 µM), for inactives: at the top dose activation, most hits filed as activators. 1.1% of 380,000 active. AID 624202; further: potency means the concentration at half of the fitted maximal effect; nearly all actives have a fitted effect of over 80% in size; some results filed as inactive show a strong effect at the top dose
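Luminescence from a BRCA1-driven firefly luciferase in MCF7 cells was the read-out, taken 15 min after substrate addition following 48 h compound exposure at 37 °C. Data were normalized to a 10 microM genistein control and DMSO vehicle.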
The depositor's hits bear a star; u = inconclusive; x = no result given; [ ] = remark or other dose. Unless noted, the call rests on the fitted dose curve; in most records, active means well fitted curve in the direction sought with a large enough effect; inconclusive means small, poorly fitted or top-dose-only effect, or another doubt; inactive means no such curve, though single readings can be large; an effect the other way counts as inactive or inconclusive. Rows were taken by chance, and some 2.6% of all compounds hit somewhere here.

SMILES	Eya2 phos inh	TSG101-PTAP inh	TRPV1 agonist	ELG1 genotoxic	a7 integrin act	B2AR arrestin	p53 reactivator	uPA generation	USP2a block	S-ASM inh	BRCA1 expr act
C/C(=N\NS(=O)(=O)c1ccc(C)c([N+](=O)[O-])c1)c1cccs1	8.8%	-7.4%	0.2	2.8%	1.5%	-0.1%	-1.4%	0.4%	7.0%	-2.8%	-17.1%
CCCn1c(CCNc2nc(-c3cccc(Br)c3)cs2)nc2ccccc21	x	1.3%	x	x	31.1%	x	x	-4.7%	x	-10.3%	0.0%
O=C(CN1CCCCC1)Nc1cc(Cl)ccc1Oc1ccccc1	9.5%	-5.5%	14.0	-12.1%	-14.9%	-1.1%	4.9%	14.3%	-1.7%	-1.9%	-27.9%
CCOC(=O)c1cnc(-c2ccccc2)nc1C(F)(F)F	-1.3%	-3.3%	0.1	3.4%	3.8%	-0.3%	-2.5%	-2.2%	1.2%	5.4%	-34.9%
Cc1ccc(CN2CCN(Cc3cnc(N(C)C)s3)CC2CCO)o1 (centres undefined)	-2.6%	-4.8%	1.7	-0.6%	u	-0.3%	0.6%	6.1%	4.4%	-4.0%	-2.3%
CC1CC[C@@]2(OC1)O[C@H]1CC3[C@@H]4C[C@@H](O)[C@@]5(O)C[C@@H](O)[C@H](O)C[C@]5(C)[C@H]4CC[C@]3(C)[C@H]1[C@@H]2C (some centres undefined)	9.1%	-2.2%	2.0	-0.1%	-6.0%	-1.0%	-2.3%	-0.4%	0.9%	4.3%	-4.9%
CC(=O)Nc1ccc(N2CCCCC2)cc1	17.6%	-2.5%	2.1	7.4%	37.3%	-1.2%	6.5%	-1.0%	1.5%	4.3%	52.3%
CC(C)COC(=O)C(C#N)c1nc2ccccc2nc1N1CCN(Cc2ccc3c(c2)OCO3)CC1 (centres undefined)	-3.2%	-7.3%	-0.9	-4.0%	8.7%	4.2%	-3.9%	-0.6%	-0.6%	10.0%	-5.5%
CSCCC(NC(=O)c1ccco1)C(=O)N1CCC(C(N)=O)CC1 (centres undefined)	10.5%	0.4%	1.0	5.1%	12.1%	0.0%	2.1%	1.9%	1.7%	-5.2%	0.6%
Cc1nc(C)c(CCNC(=O)c2ccccc2)s1	-6.7%	-1.3%	-1.7	0.5%	8.7%	-0.6%	-0.8%	4.0%	5.4%	4.9%	7.3%
CCCCN1C(=O)CCC(C(=O)O)C1c1ccc([N+](=O)[O-])cc1 (centres undefined)	2.9%	-1.8%	-5.9	-0.5%	u	0.1%	-0.9%	-1.3%	0.4%	2.6%	8.1%
Cc1cc(NC(=O)CSc2ccc(-c3ccccc3)nn2)no1	5.1%	-1.5%	0.0	-1.3%	3.8%	-0.5%	2.2%	1.7%	-0.7%	0.4%	12.0%
CNC(=O)c1ccc(N(Cc2ccccc2C)S(C)(=O)=O)cc1	-3.1%	-2.9%	-2.3	-1.4%	-10.9%	6.2%	-10.8%	7.3%	-1.8%	-0.1%	-13.3%
Cc1ccc(NC(=O)c2ccc(OC(=O)COc3cccc(Cl)c3)cc2)cc1	1.6%	-1.1%	u	u	11.1%	0.0%	u	-2.1%	4.7%	-0.2%	3.55µM*
CCN(CC)S(=O)(=O)c1ccc(NC(=O)c2cc(=O)[nH]c3ccccc23)cc1	-0.7%	-5.8%	0.0	-0.3%	5.7%	0.4%	-2.7%	-1.9%	0.5%	-2.5%	-31.2%
O=C1NC(=O)c2cc(Oc3ccc([N+](=O)[O-])cc3)ccc21	-1.6%	0.2%	0.6	4.9%	10.0%	-0.1%	29.3%	10.0%	1.0%	-2.8%	-3.4%
O=S(=O)(c1ccc(Oc2ccc(Cl)cc2)c(S(=O)(=O)N2CCCCC2)c1)N1CCCCC1	-0.7%	-2.0%	1.7	-1.1%	-2.8%	0.1%	-3.0%	x	1.5%	-2.3%	0.5%
COc1ccc(CN2CCN(S(=O)(=O)c3ccccc3)CC2)cc1Br	-2.9%	-8.9%	7.3	-7.8%	-0.4%	-0.3%	0.8%	x	1.7%	-3.2%	-26.9%
O=C(CCN1C(=O)S/C(=C\c2ccc(F)cc2)C1=O)Nc1ccc(C(=O)O)c(O)c1	-7.8%	-2.6%	7.5	7.5%	23.4%	-0.4%	6.2%	u	0.3%	-6.3%	3.0%
Cc1ccc2nc(CCl)[n+]([O-])c(-c3ccccc3)c2c1	-0.6%	0.9%	0.9	3.3%	u	-0.6%	x	-3.7%	-0.4%	-3.9%	-20.9%
Cc1ccc(-n2c(N)c(C(=O)Nc3c(C)n(C)n(-c4ccccc4)c3=O)c3nc4ccccc4nc32)cc1	-7.1%	-0.6%	1.8	13.2%	0.0%	0.0%	-42.3%[inhibitor]	-1.3%	-0.3%	49.6%	-93.3%[inhibitor]
C=CCNC(=O)C(C)N1c2cccc3cccc(c23)S1(=O)=O (centres undefined)	3.7%	-1.9%	0.0	1.6%	7.9%	-0.1%	x	3.0%	3.9%	37.0%[activator]	-17.7%
COc1ccc(OC)c(CN2C(=O)c3ccccc3C2C(=O)NCC2CCCO2)c1 (centres undefined)	9.0%	0.1%	0.6	-0.5%	-13.1%	-0.2%	3.4%	1.1%	3.2%	1.5%	-1.0%
COC(=O)c1ccccc1NC(=O)CSc1nc2c(c(=O)[nH]1)CCC2	15.7%	-0.8%	-1.7	1.5%	6.6%	0.2%	-6.7%	15.1%	1.2%	0.0%	-11.5%
Cc1sc2ncn(CC(=O)NCCCC(=O)N3CCC(C)CC3)c(=O)c2c1C	17.4%	-2.7%	2.2	-4.5%	-4.7%	0.3%	-3.7%	6.0%	-1.6%	-0.3%	-4.9%
Cc1ccc(S(=O)(=O)NCC2CCC(C(=O)NCc3cccs3)CC2)cc1 (centres undefined)	-10.0%	1.9%	3.6	3.5%	u	0.2%	-5.0%	-0.4%	-0.4%	2.1%	-1.1%
CCOc1ccc(C(=O)Nc2cccc(SC)c2)cc1	-0.7%	-0.2%	u	u	6.7%	-3.2%	u	-9.8%	5.0%	-1.8%	u
CNS(=O)(=O)c1cccc(C(=O)OCC(=O)Nc2ccc(Cl)cc2F)c1	2.3%	-4.3%	0.3	2.9%	2.4%	-0.8%	-0.5%	-9.4%	1.0%	-2.1%	0.0%
CCN(c1ccc(NC(=O)COC(=O)c2ccc([N+](=O)[O-])o2)cc1)C(C)C	-7.3%	0.0%	2.3	-0.4%	-10.7%	0.0%	u	-1.9%	0.4%	3.5%	19.3%
COC(=O)c1c(C)c(C)nc(N)c1C#N	5.5%	1.2%	-9.5	-5.6%	-9.3%	-0.5%	-5.0%	3.5%	6.5%	243.5%[activator]	-3.7%
CCC(C)Sc1cccc(-c2nc3ccc(Cl)cn3c2NCc2ccccc2)c1 (centres undefined)	-27.0%	0.7%	87.4*	-8.9%	4.5%	0.2%	9.4%	u	3.6%	167.5%[activator]	-35.6%
COc1ccccc1-n1cnnc1SCC(=O)c1c[nH]c2ccccc12	-14.5%	-9.3%	-4.1	0.4%	u	3.9%	11.7%	7.4%	0.3%	0.1%	2.0%
COCCn1c(-c2ccsc2)nc2c1c(=O)[nH]c(=O)n2CC(C)C	-7.6%	-3.6%	21.8	0.0%	-13.8%	0.4%	0.3%	-3.1%	0.4%	7.5%	-7.8%
O=[N+]([O-])c1cccc2c(S(=O)(=O)N3CCCCC3)cccc12	-5.1%	-9.1%	2.5	-12.4%	-21.4%	-0.9%	-1.4%	0.7%	-3.3%	-1.8%	-14.8%
O=C(NCc1cn2ccccc2n1)c1ccc(Br)o1	-14.1%	-4.9%	2.3	18.8%	7.7%	0.3%	-9.7%	-6.2%	-0.5%	3.4%	7.3%
COCCN(CCOC)C(=O)c1ccc(SCc2ccc(C)cc2)c([N+](=O)[O-])c1	-15.7%	2.3%	2.8	1.4%	0.5%	0.0%	20.7%	-0.2%	4.8%	5.2%	0.1%
CCOC(=O)C(C)Sc1nnc(-c2c[nH]c3ccccc23)n1C (centres undefined)	30.2%	0.2%	x	-0.2%	-4.2%	0.5%	18.0%	2.0%	1.9%	-1.1%	-2.2%
CC1CN(C(=O)CNC(=O)Cc2cccc3ccccc23)CC(C)O1 (centres undefined)	-16.0%	0.0%	0.3	0.6%	9.1%	-0.3%	u	5.9%	-3.6%	3.6%	-22.0%

Bioassay records: PubChem, National Center for Advancing Translational Sciences (NCATS)
